Compound activity (PubChem)
procasp3 activ: activates human procaspase-3 | P42574 | recombinant procaspase-3 D3A, Ac-DEVD-pNA absorbance 405 nm | activation, % at 8.5 µM | 0.11% of 330,000 active | AID 463141;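 active means activation above the mean of all tested compounds plus 3 SD, cut at about 21% in these data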;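 further: 0% = DMSO alone and 100% = DMSO wells spiked with extra 5 µM PC-3 D3A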
Target sequence (P42574 whole entry D9A/D28A/D175A): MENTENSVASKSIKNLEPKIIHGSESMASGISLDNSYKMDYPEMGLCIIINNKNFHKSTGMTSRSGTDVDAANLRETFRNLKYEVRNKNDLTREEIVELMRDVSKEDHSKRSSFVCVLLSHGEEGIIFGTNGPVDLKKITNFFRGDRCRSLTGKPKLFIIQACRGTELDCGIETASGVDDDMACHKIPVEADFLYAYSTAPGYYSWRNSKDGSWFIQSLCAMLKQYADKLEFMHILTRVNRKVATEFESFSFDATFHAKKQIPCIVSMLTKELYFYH
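assay system = Procaspase-3 D3A mutant | signal = absorbance at 405 nm, 0 and 120 min | times = 1 h preincubation plus 2 h reaction at 25 °C | repeats = single replicate | read-out = % activation between DMSO and enzyme-spiked controls | medium = Zinc-free HEPES saline buffer with Triton X-100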
AHR act: activates the human aryl hydrocarbon receptor; AID 2796; activation, % at 5 µM; AHR-responsive luciferase reporter cells, luminescence; 2.5% of 320,000 active; P35869; in the data active means activation above about 47%;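 further: 0% = vehicle wells and 100% = reference agonist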
CIT2 TOR yeast: alters CIT2-GFP fluorescence in TOR pathway yeast screen | S. cerevisiae CIT2-GFP strain, flow cytometry, 3 h; 100 means same as DMSO wells | GFP response vs DMSO, % at 10 µM | 0.065% of 320,000 active | AID 2029;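 active means GFP response relative to DMSO above a set limit, near the screen mean plus 3 SD, cut at about 150% in these data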;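 further: ratio of well median GFP fluorescence to mean of DMSO wells on the plate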
LAP4 TOR yeast: yeast TOR pathway LAP4-GFP modulation; S. cerevisiae LAP4-GFP multiplex, flow cytometry GFP, 3 h; median GFP as percent of DMSO wells; GFP response vs DMSO, % at 10 µM; 0.34% of 320,000 active;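 active means GFP response vs DMSO above a set limit, about the screen mean plus 3 SD, cut at about 150% in these data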
RPL19A TOR yeast: modulators of TOR pathway RPL19A-GFP in S. cerevisiae; S. cerevisiae RPL19A-GFP strain, flow cytometry, 3 h; hits give low values; percent response vs DMSO, % at 10 µM; 0.3% of 330,000 active; AID 2025;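 active means percent response vs DMSO below 50%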;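 further: median channel GFP fluorescence of the barcoded RPL19A-GFP strain; ratio of sample median GFP to plate DMSO average so 100% = DMSO; lower means less RPL19A-GFP as with rapamycin TOR inhibition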
procasp7 counter: activates human procaspase-7, counter-screen for procaspase-3 activators; recombinant procaspase-7, Ac-DEVD-pNA absorbance 405 nm; D23A/D198A/D206A triple mutant, cannot self-cleave; scale: DMSO 0, 5 µM enzyme 100; activation, % at 8.5 µM; 0.093% of 330,000 active; AID 463210;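 active means percent activation above the screen-wide mean plus 3 SD, cut at about 25% in these data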
Target sequence (P55210 whole entry D23A/D198A/D206A): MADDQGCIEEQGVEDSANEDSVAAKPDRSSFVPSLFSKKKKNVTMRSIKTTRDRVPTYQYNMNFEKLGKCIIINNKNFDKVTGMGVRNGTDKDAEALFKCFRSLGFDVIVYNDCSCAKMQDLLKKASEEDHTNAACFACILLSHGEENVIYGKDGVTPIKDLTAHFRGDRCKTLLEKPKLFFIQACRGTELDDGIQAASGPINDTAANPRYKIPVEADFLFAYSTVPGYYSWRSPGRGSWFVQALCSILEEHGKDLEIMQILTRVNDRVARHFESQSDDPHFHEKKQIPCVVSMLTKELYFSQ
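Assay system: Uncleavable procaspase-7 mutant enzyme; Input: 2 µM procaspase-7 mutant as dispensed; Also added: DEVD-pNA substrate; Medium: Zinc-free HEPES pH 7.4 with 300 mM NaCl, 0.01% Triton X-100; Timing: 1 h compound preincubation, 2 h substrate cleavage, 25 °C; Measured by: Epi-absorbance of released pNA at 405 nm, two timepoints.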
AGP1 TOR yeast: yeast TOR pathway AGP1-GFP modulation. S. cerevisiae AGP1-GFP multiplex flow cytometry, 3 h; GFP as percent of DMSO wells. GFP response vs DMSO, % at 10 µM. 0.02% of 320,000 active. AID 2066;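 active means GFP response relative to DMSO above a set limit, near screen average plus 3 SD, cut at about 150% in these data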;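 further: median GFP channel fluorescence of the gated AGP1 strain per well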
MEP2 TOR yeast: modulators of TOR pathway MEP2-GFP in S. cerevisiae | S. cerevisiae MEP2-GFP strain, flow cytometry GFP, 3 h; 100% = DMSO control level | GFP response vs DMSO, % at 10 µM | 0.51% of 330,000 active | AID 2016;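 active means GFP response versus DMSO above a set limit, roughly screen mean plus 3 SD, cut at about 180% in these data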;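 further: median GFP fluorescence of the barcode-gated MEP2-GFP cells per well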
* hit, by the source's call; . = not tested or not shown.

SMILES | procasp3 activ | AHR act | CIT2 TOR yeast | LAP4 TOR yeast | RPL19A TOR yeast | procasp7 counter | AGP1 TOR yeast | MEP2 TOR yeast
COc1ccc(-c2cc(-c3ccccc3)c(C#N)c(=S)[nH]2)cc1 | -13 | 7 | 102 | 96 | 92 | -9 | 96 | 92
O=C(CSc1nnc2ccccn12)NNC(=O)c1cccc(Cl)c1 | 0 | 1 | 102 | 98 | 102 | -1 | 102 | 103
Cc1ccccc1-n1ncc2c(SCC(=O)NCc3cccs3)ncnc21 | 2 | 0 | 81 | 96 | 94 | 9 | 84 | 97
CCC(C(=O)NC1CCCC1)N(C(=O)c1snc(C(N)=O)c1N)c1ccc(OC)c(OC)c1 (configuration not stated) | 4 | 0 | 96 | 92 | 106 | -6 | 100 | 107
Cc1cccc(NC(=O)c2cccc(C(=O)Nc3cccc(C)c3)c2)c1 | 0 | 8 | 98 | 100 | 102 | -8 | 94 | 102
Cn1cnnc1SCC(=O)NC1CCCc2ccccc21 (configuration not stated) | 3 | -1 | 97 | 99 | 105 | 0 | 121 | 110
Cc1cc(C)cc(N=c2c([N+](=O)[O-])nn(-c3ccc4c(c3)OCCO4)n2O)c1 | 3 | 4 | 102 | 102 | 96 | -1 | 107 | 93
Cc1c(N=NC2=C(O)CC(C)(C)CC2=O)c(=O)n(-c2ccccc2)n1C | -3 | 3 | 113 | 97 | 99 | -9 | 94 | 100
CCOC(=O)c1c(C)n(-c2ccccc2)c2ccc(O)c(CN(C)C)c12 | 0 | 3 | 94 | 104 | 95 | 5 | 98 | 102
CCOc1ccc(C(C)=O)cc1CSc1nc(C)cc(C)n1 | 1 | 37 | 96 | 115 | 98 | 11 | 102 | 132
CCOC(=O)Cc1csc(NC(=O)COc2ccccc2)n1 | 0 | -1 | 98 | 108 | 101 | 1 | 112 | 108
COc1ccccc1Oc1ccc(N/C=C/C(=O)c2ccco2)cc1 | 2 | 17 | 102 | 107 | 93 | 4 | 99 | 98
CC(=O)OC1=C(C#N)Cn2ccc3cccc1c32 | -1 | 0 | 97 | 86 | 99 | 11 | 99 | 81
CC(C)c1cc(C(=O)NNC(=S)NCc2ccco2)c(O)c(C(C)C)c1 | 1 | 0 | 100 | 94 | 104 | -11 | 98 | 108
CN(C)C(CNC(=O)c1cc(-c2ccco2)nc2ccccc12)c1ccccc1 (configuration not stated) | -2 | 14 | 110 | 87 | 103 | 0 | 98 | 105
Oc1ccccc1Oc1ncc(Br)c(Cl)n1 | -3 | 8 | 77 | 80 | 100 | -8 | 86 | 92
Cc1nn(-c2ccccc2)c(N)c1C1(O)C(=O)Nc2ccccc21 (configuration not stated) | 1 | 5 | 105 | 90 | 104 | 5 | 94 | 96
O=C(c1cc(F)ccc1F)C1CCCN(C(=O)CCCN2CCCCC2=O)C1 (configuration not stated) | -2 | 0 | 106 | 87 | 107 | -2 | 103 | 103
O=C(Nc1ccc(F)cc1)C1CC(=O)N(Cc2ccco2)C1 (configuration not stated) | -5 | 0 | 103 | 108 | 106 | 5 | 109 | 108
CC(C)(C)n1cnc2cc(NC(=O)c3cccs3)ccc21 | -1 | 16 | 97 | 102 | 99 | 9 | 106 | 93
Oc1ccc(-c2c(-c3ccsc3)sc3ccccc23)cc1 | 5 | 13 | 84 | 153* | 91 | -1 | 80 | 88
O=C(Nc1nnc2n1CCS2)c1ccc(Br)o1 | -4 | -6 | 105 | 97 | 99 | 12 | 99 | 102
CCOC(=O)C1CCCN(S(=O)(=O)CCNC(=O)c2ccc3c(c2)OCO3)C1 (configuration not stated) | -3 | 0 | 100 | 112 | 99 | 1 | 109 | 104
Cc1ccc(Cl)cc1N(CC(=O)NCc1ccc2c(c1)OCO2)S(C)(=O)=O | 9 | 3 | 111 | 104 | 101 | 2 | 105 | 106
CSCC(=O)Nc1nc(-c2ccc3c(c2)OCCO3)cs1 | -3 | 14 | 98 | 98 | 97 | 5 | 98 | 98
Cc1nnc(SCC(=O)NC2CCS(=O)(=O)C2)n1Cc1ccccc1 (configuration not stated) | 0 | -2 | 98 | 100 | 92 | 0 | 99 | 100
CCCCN(CC)CCNC(=O)C1CCCN(S(=O)(=O)c2cccc3nsnc23)C1 (configuration not stated) | 5 | 1 | 94 | 110 | 98 | -1 | 101 | 104
CCCC(C)NC(=S)Nc1cc(C)cc(C)c1 (configuration not stated) | 7 | 7 | 105 | 102 | 99 | 4 | 101 | 102
CSCc1nnc(NC(=O)c2ccc(S(=O)(=O)N(C)C)cc2)o1 | -9 | -1 | 105 | 108 | 108 | -1 | 110 | 102
O=C(CCC1CCCN(Cc2ccc3c(c2)OCCO3)C1)NCc1ccccc1F (configuration not stated) | -3 | 0 | 95 | 102 | 99 | 6 | 102 | 99
C=CCn1c(COc2ccc(Cl)cc2)nnc1SCC(=O)Nc1ccc(S(N)(=O)=O)cc1 | -4 | -3 | 103 | 87 | 98 | 6 | 95 | 100
O=C(NNC(=O)c1csc(-c2cccnc2)n1)Nc1ccc(Cl)cc1 | -2 | 26 | 90 | 106 | 95 | 11 | 106 | 99
CCN(c1ccc(OCC(=O)OCC(=O)c2c(N)n(C)c(=O)n(C)c2=O)cc1)S(=O)(=O)c1ccccc1 | -5 | 1 | 109 | 107 | 108 | 5 | 103 | 103
O=C(Nc1cccs1)Nc1cccnc1Cl | 2 | 16 | 100 | 100 | 100 | 4 | 96 | 93
CC(C)OCCCn1c(=S)[nH]c2ncccc2c1=O | 0 | 2 | 100 | 101 | 105 | 9 | 109 | 98
CC(c1ccccc1)C1OCC(C[N+]2(C)CCCCC2)O1 (configuration not stated) | -4 | 0 | 108 | 108 | 110 | 1 | 126 | 111
CN(C)CCNC(=O)/C(=C/c1ccc(-c2cccc([N+](=O)[O-])c2)o1)NC(=O)c1ccccc1 | 7 | 1 | 108 | 103 | 105 | 9 | 102 | 113
O=C(NCCc1ccc(Cl)cc1)C1CCN(S(=O)(=O)c2cccs2)CC1 | 5 | 0 | 95 | 87 | 92 | 6 | 94 | 93
COc1cc(OC)cc(C(=O)Nc2c(F)cccc2F)c1 | -1 | 59* | 99 | 96 | 99 | -1 | 97 | 103
COCCNC(=O)CN1N=C(c2ccc(C)cc2)CCC1=O | 5 | 5 | 106 | 97 | 107 | 1 | 106 | 105
COc1ccc2nc(N/C(N)=N/C(=S)Nc3ccccc3)nc(C)c2c1 | -2 | -5 | 82 | 112 | 91 | 13 | 90 | 101
CC(C)(Cc1ccc(O)cc1)NC(=O)c1ccccc1 | 1 | 0 | 103 | 91 | 107 | -4 | 99 | 107
OCc1ccc(O)c2ncccc12 | 4 | 0 | 88 | 123 | 100 | -11 | 100 | 103
Cc1ccc(S(=O)(=O)N2CCN(c3ccc(N4CCOCC4)nn3)CC2)cc1[N+](=O)[O-] | 9 | 1 | 98 | 116 | 94 | 4 | 106 | 95
CCN1CCN(c2ccc(S(=O)(=O)N3CCCCC3)cc2NC(=O)/C=C/c2ccc(F)cc2)CC1 | 5 | 0 | 98 | 96 | 94 | 2 | 101 | 97
Cn1c(CNC(=O)c2cccs2)n[nH]c1=S | -1 | -2 | 111 | 95 | 105 | -3 | 107 | 107
COc1ccc(CCNC(=O)COc2ccc(-c3ccc(C#N)cc3)cc2)cc1 | 4 | 2 | 96 | 103 | 100 | -1 | 102 | 104
Cn1ncc2c(Nc3ccccc3Br)ncnc21 | -13 | -6 | 89 | 98 | 99 | -7 | 98 | 105
Cc1cccn2c(=O)nc(SCC(=O)N3CC(C)OC(C)C3)nc12 (configuration not stated) | 5 | 1 | 99 | 98 | 99 | 1 | 101 | 104
C#CCSc1nnc(-c2ccc(O)cc2)o1 | -3 | -2 | 99 | 124 | 93 | -2 | 103 | 103

Pulled one by one from above, two records:
SMILES | procasp3 activ | AHR act | CIT2 TOR yeast | LAP4 TOR yeast | RPL19A TOR yeast | procasp7 counter | AGP1 TOR yeast | MEP2 TOR yeast
Cn1ncc2c(Nc3ccccc3Br)ncnc21 | -13 | -6 | 89 | 98 | 99 | -7 | 98 | 105
C#CCSc1nnc(-c2ccc(O)cc2)o1 | -3 | -2 | 99 | 124 | 93 | -2 | 103 | 103

Continued:
SMILES | procasp3 activ | AHR act | CIT2 TOR yeast | LAP4 TOR yeast | RPL19A TOR yeast | procasp7 counter | AGP1 TOR yeast | MEP2 TOR yeast
COc1ccc(/C=C2\SC(=S)N(CCCC(=O)NC3CCCC3)C2=O)cc1OC | -3 | -1 | 98 | 96 | 107 | 1 | 94 | 101
CCCCC(=O)N1CCN(c2nc3ccc(OCC)cc3s2)CC1 | -1 | 8 | 103 | 105 | 105 | 8 | 104 | 106
COc1cccc(-c2nc(S(=O)(=O)c3ccccc3)c(N3CCOCC3)o2)c1 | 12 | 1 | . | 88 | 94 | -9 | 90 | 89
Cc1onc(-c2ccccc2)c1C(=O)NCc1cccnc1 | 0 | 0 | 84 | 85 | 90 | 8 | 89 | 92
COc1ccc(NC(=O)C(=O)NCCCn2ccnc2)cc1 | 1 | 7 | 109 | 105 | 103 | 4 | 103 | 107

Gathered by group, the compounds so far containing two or more sulfur atoms
SMILES | procasp3 activ | AHR act | CIT2 TOR yeast | LAP4 TOR yeast | RPL19A TOR yeast | procasp7 counter | AGP1 TOR yeast | MEP2 TOR yeast
Cc1ccccc1-n1ncc2c(SCC(=O)NCc3cccs3)ncnc21 | 2 | 0 | 81 | 96 | 94 | 9 | 84 | 97
Oc1ccc(-c2c(-c3ccsc3)sc3ccccc23)cc1 | 5 | 13 | 84 | 153* | 91 | -1 | 80 | 88
CSCC(=O)Nc1nc(-c2ccc3c(c2)OCCO3)cs1 | -3 | 14 | 98 | 98 | 97 | 5 | 98 | 98
Cc1nnc(SCC(=O)NC2CCS(=O)(=O)C2)n1Cc1ccccc1 (configuration not stated) | 0 | -2 | 98 | 100 | 92 | 0 | 99 | 100
CCCCN(CC)CCNC(=O)C1CCCN(S(=O)(=O)c2cccc3nsnc23)C1 (configuration not stated) | 5 | 1 | 94 | 110 | 98 | -1 | 101 | 104
CSCc1nnc(NC(=O)c2ccc(S(=O)(=O)N(C)C)cc2)o1 | -9 | -1 | 105 | 108 | 108 | -1 | 110 | 102
C=CCn1c(COc2ccc(Cl)cc2)nnc1SCC(=O)Nc1ccc(S(N)(=O)=O)cc1 | -4 | -3 | 103 | 87 | 98 | 6 | 95 | 100
O=C(NCCc1ccc(Cl)cc1)C1CCN(S(=O)(=O)c2cccs2)CC1 | 5 | 0 | 95 | 87 | 92 | 6 | 94 | 93
Cn1c(CNC(=O)c2cccs2)n[nH]c1=S | -1 | -2 | 111 | 95 | 105 | -3 | 107 | 107
COc1ccc(/C=C2\SC(=S)N(CCCC(=O)NC3CCCC3)C2=O)cc1OC | -3 | -1 | 98 | 96 | 107 | 1 | 94 | 101
